# Bioassay records deposited in PubChem BioAssay by several laboratories.
# HSF1 inh: HSF1 inhibition | NIH3T3-HGL HSE-luciferase, MG132-induced, luminescence 8 h; stronger effect = lower value | activity change, negative = inhibition, % at 7.5 µM (by protocol) | 0.77% of 300,000 active | AID 2098;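 active = more than half of replicate wells show activity change below -50%, luminescence cut by over half; inconclusive = some wells, but at most half, below -50%; inactive = no replicate well below -50%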;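 also: luciferase reports HSF-1 transcriptional activity via heat shock element; 0% = median of DMSO wells and -100% = zero luminescence signal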
# HSP90 refold inh: HSP90 refolding inhibition in rabbit reticulocyte lysate | AID 1789 | inhibition, % at 5.6 µM | 0.91% of 290,000 active | luciferase refolding luminescence, 3 h;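 active = inhibition above the screen-wide mean plus 3 SD, computed separately per campaign, cut at about 16% in these data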;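 also: 0% = DMSO wells and 100% = 60 µM geldanamycin wells; inhibitors lower the luminescence because luciferase stays unfolded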
# aSyn 5UTR inh: 5' untranslated region of α-synuclein, MLPCN primary screen | AID 1813 | 0.82% of 300,000 active | inhibition, % (tested at 7.5 µM) | alpha-synuclein 5'UTR reporter, inhibitor activity; in the data active = inhibition above about 60%; inconclusive = no clear call, values can overlap the other calls;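 also: H4 neuroglioblastoma cells stably carrying SNCA 5'UTR luciferase fusion; 0% = DMSO wells and 100% = positive control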
# HDAC3 inh: human HDAC3 inhibition. O15379. recombinant HDAC3, fluorogenic peptide/trypsin coupled, fluorescence. inhibition, % at 8.3 µM. 0.15% of 320,000 active; in the data active = inhibition above about 26%, passing the limit was not always enough; inconclusive = no clear call, values can overlap the other calls
# Target sequence (O15379 whole entry, looked up): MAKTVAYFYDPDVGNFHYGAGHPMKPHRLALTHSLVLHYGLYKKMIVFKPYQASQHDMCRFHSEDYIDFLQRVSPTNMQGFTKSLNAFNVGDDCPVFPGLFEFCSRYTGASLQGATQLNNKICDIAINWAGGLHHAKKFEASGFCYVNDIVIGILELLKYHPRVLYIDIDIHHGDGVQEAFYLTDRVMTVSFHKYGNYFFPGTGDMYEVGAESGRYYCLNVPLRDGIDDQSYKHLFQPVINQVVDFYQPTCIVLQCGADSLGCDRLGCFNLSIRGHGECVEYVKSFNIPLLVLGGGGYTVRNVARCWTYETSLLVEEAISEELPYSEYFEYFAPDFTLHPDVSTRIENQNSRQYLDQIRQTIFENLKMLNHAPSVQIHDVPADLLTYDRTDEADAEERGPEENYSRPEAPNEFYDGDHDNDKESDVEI
# HIF activator: HIF pathway transcriptional activation; U2OS HRE-luciferase reporter, luminescence; normalized: DMSO 0%, desferrioxamine 100%; activation, % at 7.5 µM (by protocol); 0.32% of 300,000 active;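 active = mean activation of at least 10% of the iron chelator positive control signal, with at least half of replicates also reaching 10%; inconclusive = mean and replicate majority disagree about reaching 10%; inactive = mean and most replicates under 10%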
# AI-2 QS mod: modulators of Vibrio harveyi AI-2 quorum sensing system; activity change, % at 7.5 µM; 0.4% of 300,000 active; Vibrio harveyi JMH597 AI-2 luminescence/OD600 ratio, 9 h; stronger effect = lower value; strain lacks LuxN and CqsS sensors; 0 = neutral-control median; in the data active = activity change below about -75%, passing the limit was not always enough; inconclusive = no clear call, values can overlap the other calls;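 also: luminescence divided by OD600 gain over 9 h not by final OD600 alone; inactives centre near 13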
# KLF5 inhibitor: kruppel-like factor 5 inhibition | DLD-1 KLF5 promoter-luciferase reporter, luminescence | inhibition, % at 5 µM | 0.23% of 290,000 active | AID 1700;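 active = inhibition above a per-plate limit of that plate's mean compound inhibition plus 3 SD, cut at about 60% in these data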;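 also: 0% = DMSO wells and 100% = LY294002 at 200 µM; higher means less KLF5 promoter-driven luciferase light; inactives centre near -14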
# IEC-6 cytotox: counter-screen for KLF5 inhibitors: cytotoxicity in IEC-6 cells. IEC-6 cytotoxicity, luminescence viability. 0.78% of 290,000 active. AID 1825. inhibition, % at 5 µM; in the data active = inhibition above about 22%;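 also: 0% = plate median of test compound wells and 100% = cytotoxic reference compound wells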
# Platelet DG rel: modulates dense granule release in human platelets; human platelet-rich plasma, SFLLRN dense granule ATP release, luminescence; inhibition, %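 (compounds screened at 7.5 µM in platelet-rich plasma)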; 0.22% of 300,000 active; AID 1663;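 active = mean replicate score, as percent of positive control, at or above 50; inconclusive = mean below 50 but at least one replicate at or above 50; inactive = mean and every replicate below 50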
# HSF1 activator: increases HSF-1 driven luciferase reporter signal; activation, % at 9 µM; NIH3T3-HGL HSF-1 luciferase reporter, MG132, 8 h; 100% = twice DMSO control signal; 1.7% of 300,000 active;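 active = mean replicate activation of at least 50% with a set share of replicates each reaching 50%; inconclusive = only one of those two conditions met; inactive = mean below 50% and too few replicates reaching it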;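 also: 0% = median of the neutral control wells and 100% = twice that signal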
# * hit, by the source's call; u = inconclusive; x = no result given.
SMILES,HSF1 inh,HSP90 refold inh,aSyn 5UTR inh,HDAC3 inh,HIF activator,AI-2 QS mod,KLF5 inhibitor,IEC-6 cytotox,Platelet DG rel,HSF1 activator
CCOc1cc(N2CCOCC2)c(OCC)cc1NC(=O)CSc1nccc(C)n1,-1,-3,21,4,-0.5,12,10,-5,-3,-3
CC1(C)c2ccccc2-c2nc3ccccc3cc2C1O (stereo not drawn),16,1,-39,0,0.5,-8,-9,1,3,6
O=S(=O)(Nc1cccc(CCc2ccccn2)c1)c1cc(Cl)ccc1Cl,-3,2,0,3,0.0,16,-14,2,-1,19
COC(=O)C1=C(C)N(c2ccc(OC)cc2)C(=O)/C1=C\c1cccs1,-1,-4,32,-4,1.1,9,4,-3,-11,8
Cc1cc(NC(=O)c2cc(C(C)(C)C)oc2C)no1,7,1,-4,x,0.6,8,-6,0,-3,-1
Cc1cccc(NC(=O)CCNS(=O)(=O)c2cccc3nonc23)c1,-1,0,-22,-2,-0.2,12,1,2,-5,-3
COc1ccc(OC)c(C(C)NC(=O)Nc2cccc(C(C)=O)c2)c1 (stereo not drawn),x,-2,x,1,x,1,-49,-8,-14,x
O=C(NCCc1ccc(Cl)cc1)c1ccc2nccnc2c1,43,-2,-109,-10,3.5,9,-148,1,-8,60*
O=C(/C=C/c1ccccc1Cl)N(Cc1ccccc1)C1CCS(=O)(=O)C1 (stereo not drawn),-4,0,12,1,0.0,7,-8,-11,8,5
Cc1cc(C)n(-c2ccc(C(=O)OCC(=O)N(CC(C)C)C3CCS(=O)(=O)C3)cc2)n1 (stereo not drawn),-2,-1,-2,4,0.1,12,-24,4,0,-19
Cc1cccc(NC(=O)Cc2ccc(NC3=NC4CS(=O)(=O)CC4S3)cc2)c1 (stereo not drawn),1,-1,6,-1,0.0,32,-27,-5,-1,-4
Cc1cccc2c1-c1sc(C(=O)Nc3cccnc3)cc1CO2,6,0,-118,7,5.2,3,-30,-4,-2,1
COc1cc(OC)nc(/N=C/NO)n1,-36,-1,-24,-2,0.1,19,-9,-2,-4,-47
CCCc1nc(N)sc1C(=O)OCC,-6,1,9,-3,-0.3,14,-17,-2,3,-1
Cn1cc(SCC(=O)NCCc2ccccc2)c2ccccc21,-1,4,-19,3,-0.3,29,-33,-6,-5,-2
COc1ccc(CCN2CC(C(=O)NCc3ccc(F)cc3)CC2=O)cc1OC (stereo not drawn),0,-3,-23,-16,-0.3,11,-24,-5,-3,-15
CNC(=S)N(Cc1ccccc1)Cc1cccnc1,-9,-5,9,0,0.1,21,6,-3,2,13
COc1ccc(Oc2c(-c3ccc(O)cc3O)n[nH]c2C)cc1,-6,-4,15,0,0.1,41,0,2,1,-14
O=C(/C=C/c1ccco1)N1CCc2ccccc21,31,24*,-46,4,-1.6,14,-186,6,46,u
CCN1C(=NCc2ccc(OC)cc2)N[C@@H](c2ccccc2)C(C(=O)OC)=C1C,0,1,13,-7,-0.2,17,-1,3,10,2
N#Cc1ccccc1NC(=O)c1ccc2c(c1)OCO2,4,2,-88,3,3.1,x,-61,8,5,31
CCOC(=O)c1ccccc1NC1c2ccccc2C(=O)N1c1ccc(C)cn1 (stereo not drawn),22,-7,-85,-2,2.8,-5,-59,-2,13,43
COc1cccc(/C=N/n2c(N)nc3ccccc32)c1OC,x,-1,-154,0,2.0,8,-81,6,-5,x
O=C(CNS(=O)(=O)c1ccc(Br)s1)NCC1COc2ccccc2O1 (stereo not drawn),0,3,-7,0,-0.7,40,5,6,-13,5
O=C(NCc1ccc2c(c1)OCO2)Nc1ccc2nsnc2c1,-1,4,-8,2,0.1,-85*,-44,4,3,-1
Cc1ccc(/C=N/NC(=O)C2=NNC(c3ccccc3)(c3ccccc3)C2)c(O)c1,2,4,-21,7,1.4,11,-1,-2,-1,0
COc1cc(Cc2ccc(N)c(OC)c2)ccc1N,1,0,5,2,0.0,9,3,-2,4,-1
COc1ccc(NC(=O)CC(C)C)c([N+](=O)[O-])c1,-5,-3,8,2,0.3,20,2,0,4,15
COc1ccc(NC(=O)CN(C)S(=O)(=O)c2cccc3nsnc23)cc1OC,1,1,-5,1,0.3,21,-27,8,11,10
CC1(C)N=C(/C=N/O)CN1O,4,1,11,2,-0.1,32,-25,3,-1,0

# A second format for part of the listing above.
> CCOC(=O)c1ccccc1NC1c2ccccc2C(=O)N1c1ccc(C)cn1 (stereo not drawn)
  HSF1 inh = 22
  HSP90 refold inh = -7
  aSyn 5UTR inh = -85
  HDAC3 inh = -2
  HIF activator = 2.8
  AI-2 QS mod = -5
  KLF5 inhibitor = -59
  IEC-6 cytotox = -2
  Platelet DG rel = 13
  HSF1 activator = 43

> O=C(/C=C/c1ccco1)N1CCc2ccccc21
  HSF1 inh = 31
  HSP90 refold inh = 24*
  aSyn 5UTR inh = -46
  HDAC3 inh = 4
  HIF activator = -1.6
  AI-2 QS mod = 14
  KLF5 inhibitor = -186
  IEC-6 cytotox = 6
  Platelet DG rel = 46
  HSF1 activator = u

> CNC(=S)N(Cc1ccccc1)Cc1cccnc1
  HSF1 inh = -9
  HSP90 refold inh = -5
  aSyn 5UTR inh = 9
  HDAC3 inh = 0
  HIF activator = 0.1
  AI-2 QS mod = 21
  KLF5 inhibitor = 6
  IEC-6 cytotox = -3
  Platelet DG rel = 2
  HSF1 activator = 13

# Following part
SMILES,HSF1 inh,HSP90 refold inh,aSyn 5UTR inh,HDAC3 inh,HIF activator,AI-2 QS mod,KLF5 inhibitor,IEC-6 cytotox,Platelet DG rel,HSF1 activator
COc1ccc(Cl)cc1N1C(=O)C2CCCN2C1c1sccc1C (stereo not drawn),7,2,-38,3,0.3,14,14,6,2,10
O=C(NC1CCCCC1)c1cc([N+](=O)[O-])ccc1N1CCCC1,-1,1,12,0,2.1,5,-14,8,16,4
O=C(NC(C(=O)N/N=C/c1cccc2ccccc12)c1n[nH]c(=O)c2ccccc12)c1ccccc1 (stereo not drawn),29,2,3,12,0.2,33,-21,6,-13,34
CCC1Sc2ccc(S(=O)(=O)CCC(=O)Nc3ccc(NC(C)=O)cc3)cc2NC1=O (stereo not drawn),5,-4,-3,-9,-0.2,21,-5,-4,-1,22
O=C(O)c1ccc(-n2c(-c3cc(-c4ccco4)[nH]n3)n[nH]c2=S)cc1,-12,-3,-9,10,0.1,3,-13,-19,4,-1
O=C(NNc1ccc([N+](=O)[O-])cc1)C1CC1c1ccccc1 (stereo not drawn),6,1,7,11,0.0,-72,-9,2,2,-10
O=C(C1=NN(c2ccccc2)C2C(=O)N(c3cccc(Cl)c3)C(=O)C12)c1ccccc1 (stereo not drawn),x,0,x,2,x,x,-6,-2,x,x
CC(C)CNC1=CC(=O)CC(c2ccco2)C1 (stereo not drawn),4,0,1,-4,0.1,22,-5,0,5,22
O=C(NNc1c2ccccc2nc2ccccc12)C12CC3CC(CC(C3)C1)C2,9,0,20,6,-0.4,-2,-9,0,-2,24
CCOC(=O)N1CCC(=NNC(=O)Cn2ccc(C(F)(F)F)n2)CC1,-6,2,12,-2,0.1,17,-1,-5,2,-2
CCOC(=O)COc1ccccc1/C=N/O,-2,7,-3,-5,-0.3,-3,-9,-1,-3,-9
COc1ccc(N=c2oc3cc(O)ccc3cc2C(=O)NCC2CCCO2)cc1 (stereo not drawn),-39,6,8,-31,1.1,12,-22,6,1,-36
COC(=O)/C(=C\c1ccc(O)cc1)c1nc2ccccc2[nH]1,-6,-1,-186,-1,1.6,0,-41,-6,-1,23
O=C(CN1C(=O)CSc2ccc(S(=O)(=O)N3CCOCC3)cc21)NCc1cccnc1,-3,5,26,-6,-0.7,5,-40,0,0,0
Cc1ccsc1C(=O)NCc1ccc(Cl)cc1,0,x,2,2,0.3,16,x,x,-7,0
CC(=O)c1cccc(NC(=S)NC2CCCCCCC2)c1,x,-10,x,4,x,5,-8,0,x,x
COc1ccc(N2CCN(C(=O)C3CCCN(c4ncnc5c4nc4n5CCCCC4)C3)CC2)cc1 (stereo not drawn),-4,-4,16,-2,0.3,19,-3,-2,3,0
Cc1ccc(C)c(N(C)C(=O)COc2cc(=O)n(C)c3ccccc23)c1,7,3,4,-6,0.5,21,-14,0,-1,4
COc1cc(/C=N/NC(=O)C(=O)NCC2CCCO2)ccc1OCC(=O)N1CCOCC1 (stereo not drawn),-8,1,3,13,-0.8,18,-20,-5,-1,-7
O=C(O)CCc1ccc(-c2ccc(Cl)cc2)n1NC(=O)c1ccc(O)cc1,5,8,9,-1,-0.1,35,-21,4,3,-2
O=C(Nc1ccc(Cl)cc1)OCCn1nnnc1C(c1ccccc1Cl)N1CCOCC1 (stereo not drawn),4,-1,0,9,-0.6,44,13,5,0,13
CCn1c(NC(=O)c2ccccc2F)c(-c2cccs2)c(=O)c2ccccc21,4,0,-4,-1,-0.7,6,-21,6,11,-11
CCCCN(CCCC)C(=O)C[n+]1cccc(/C=N/O)c1,-6,-2,9,x,0.3,2,-25,-7,1,5
Cc1c(CC(=O)NCCCC(=O)O)c(=O)oc2c(C)c3oc4c(c3cc12)CCCC4,2,-2,20,-1,0.6,6,-15,4,4,-8
CCOC(=O)c1cnn(-c2cc(C)cc(C)c2)c1N,-5,0,6,-1,0.1,10,0,3,0,-8
CCOC(=O)c1cc2sccc2n1CC(=O)Nc1ccc(OC)cc1,-48,3,20,-1,36*,18,-1,3,-3,-56
COc1cc2ncc(S(=O)(=O)c3ccccc3)c(N3CCCC(C)C3)c2cc1OC (stereo not drawn),0,4,36,11,-0.4,19,-10,-6,2,16
COc1ccccc1NC(=O)CN1CCN(c2ccccn2)CC1,1,-2,6,1,-0.3,20,-23,2,6,-3
COc1cccc(NC(=O)C(Sc2nc3ccccc3c(=O)n2CC(C)C)c2ccccc2)c1 (stereo not drawn),-2,-4,3,-2,-0.1,23,-17,-10,-2,7
C=CCn1c(N)cc(=O)nc1SCC(=O)Nc1ccc(C)cc1,10,2,0,-1,-0.6,3,-38,1,0,20
N#Cc1cc2c(nc1SCc1nc3ccccc3[nH]1)CCC2,-47,15,-6,-1,1.1,3,-84,3,1,-50
O=C(O)CC/C(=N\Nc1ccccc1[N+](=O)[O-])c1cccs1,-2,2,15,2,0.3,3,-43,0,13,-17
CCN(CCC(=O)Nc1cc([N+](=O)[O-])ccc1OC)Cc1ccccc1,-6,-3,20,3,0.3,16,-16,-5,-15,-6
Cc1cc(C)cc(Oc2nc(C(F)(F)F)nc3ccccc23)c1,-5,1,14,5,0.0,5,14,6,-1,-13
COc1ccc(F)cc1S(=O)(=O)n1cc(C)nc1-c1ccccc1,0,-1,7,1,-0.4,13,-42,-4,3,2
C=CCNC(=O)c1ccc2c(=O)n(Cc3ccccc3OC)c(=S)[nH]c2c1,2,1,11,1,-1.0,32,-33,-2,1,-6
O=C(C1CCCCN1S(=O)(=O)c1ccc(F)cc1)N1CCN(c2ccccc2F)CC1 (stereo not drawn),-4,-2,-4,5,0.0,7,-9,-7,-2,-11
CC1CCCCN1Cc1ccc(-c2nnn(CC(=O)NC3CCCCC3)n2)cc1 (stereo not drawn),1,-1,-39,4,0.5,18,-26,1,6,19
O=C(NCCCn1cccn1)C1CCC(=O)N(CCc2ccccc2)C1 (stereo not drawn),-9,-1,-6,-10,-0.4,1,-9,2,-4,-7
COc1ccc(NC(=O)c2ccccc2NC(=O)NC2CCCCC2)cc1,6,2,-27,1,1.9,11,11,2,3,18
